# Tn6 DDE FP = inhibitors of Tn6 peptide binding to human fibrin DD(E); actives 0.21% (n = 370,000); Fibrin DD(E) TRITC-Tn6 fluorescence polarization displacement; inhibition, % at 8.3 µM; P02675;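 active = inhibition above a per-campaign cutoff: mean of compounds within control limits plus 3 SD, cut at about 15% in these data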;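 also: 0% = median of all compound wells on the plate and 100% = blocking peptide control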
# LEDGF integ inh = blocks HIV-1 LEDGF/p75-dependent DNA integration; actives 0.64% (n = 370,000); inhibition, % at 3.7 µM; AID 743269; TR-FRET IN-LEDGF/p75 DNA integration, Eu/Cy5;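 active = inhibition above the screen-wide mean plus 3 SD, cut at about 13% in these data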;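 also: signal is the Cy5 over europium emission ratio at 671 and 618 nm; 0% = plate median of compound wells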
# ADAM10 inh = inhibits human ADAM10 | O14672 | recombinant ADAM10, EDANS/DABCYL FRET peptide cleavage, 3 h | inhibition, % at 7 µM | actives 0.62% (n = 370,000) | AID 720582;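 active = inhibition above a per-campaign cutoff equal to the mean of compounds falling between control-based bounds plus 3 SD, cut at about 20% in these data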;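 also: 0% = DMSO wells while the 100% control is not disclosed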
# PLC-gamma1 inh = PLC-gamma1 (human) inhibition, primary screen; P19174; purified PLC-gamma1, fluorogenic substrate, fluorescence; inhibition, % at 12.2 µM; actives 0.84% (n = 370,000); in the data active = inhibition above about 9.5%
# Target sequence (P19174 whole entry, looked up): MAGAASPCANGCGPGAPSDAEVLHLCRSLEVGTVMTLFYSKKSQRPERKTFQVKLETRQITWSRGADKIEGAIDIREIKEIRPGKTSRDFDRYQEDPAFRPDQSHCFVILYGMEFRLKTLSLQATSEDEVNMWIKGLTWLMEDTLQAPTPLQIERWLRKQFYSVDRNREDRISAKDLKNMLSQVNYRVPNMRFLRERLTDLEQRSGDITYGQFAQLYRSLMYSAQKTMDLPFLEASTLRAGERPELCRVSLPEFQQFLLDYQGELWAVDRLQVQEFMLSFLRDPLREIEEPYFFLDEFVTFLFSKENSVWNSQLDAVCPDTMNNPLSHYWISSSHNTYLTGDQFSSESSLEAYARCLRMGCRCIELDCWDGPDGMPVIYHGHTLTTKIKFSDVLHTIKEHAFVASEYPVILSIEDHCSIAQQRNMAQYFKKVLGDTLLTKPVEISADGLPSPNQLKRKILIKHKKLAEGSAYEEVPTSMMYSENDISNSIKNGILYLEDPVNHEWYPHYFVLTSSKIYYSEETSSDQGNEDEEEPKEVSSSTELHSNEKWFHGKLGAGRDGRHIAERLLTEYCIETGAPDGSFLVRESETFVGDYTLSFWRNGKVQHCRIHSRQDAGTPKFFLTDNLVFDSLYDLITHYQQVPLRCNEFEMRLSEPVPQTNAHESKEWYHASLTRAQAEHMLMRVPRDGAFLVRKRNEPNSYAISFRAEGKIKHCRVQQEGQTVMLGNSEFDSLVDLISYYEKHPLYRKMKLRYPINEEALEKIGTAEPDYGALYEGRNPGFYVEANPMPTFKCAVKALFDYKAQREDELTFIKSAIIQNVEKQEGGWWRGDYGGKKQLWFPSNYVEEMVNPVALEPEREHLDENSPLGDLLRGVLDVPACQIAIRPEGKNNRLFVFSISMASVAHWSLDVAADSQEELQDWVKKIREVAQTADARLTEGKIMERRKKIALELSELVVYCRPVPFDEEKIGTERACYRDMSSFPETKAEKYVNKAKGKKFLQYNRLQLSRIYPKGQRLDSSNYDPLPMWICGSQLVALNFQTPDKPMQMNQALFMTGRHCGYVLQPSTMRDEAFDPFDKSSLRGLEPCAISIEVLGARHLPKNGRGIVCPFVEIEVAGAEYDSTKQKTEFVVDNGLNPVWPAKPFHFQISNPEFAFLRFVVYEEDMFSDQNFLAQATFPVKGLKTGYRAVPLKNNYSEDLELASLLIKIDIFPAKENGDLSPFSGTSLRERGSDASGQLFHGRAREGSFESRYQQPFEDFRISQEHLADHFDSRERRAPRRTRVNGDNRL
# ARFGAP1 inh = inhibitors of rat ARFGAP1; actives 0.26% (n = 360,000); inhibition, % at 16.5 µM; Q62848; AID 651572; Arfgap1-stimulated ARF1 GTP hydrolysis, GDP FP detection;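 active = inhibition above a per-plate limit, mean inhibition of low control wells plus 3 SD, cut at about 25% in these data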;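 also: 0% = DMSO wells with enzyme and 100% = wells lacking Arfgap1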
#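 Material: rat Arfgap1 catalytic domain, aa 1-136; also added: human ARF1(Δ1-17)-GTP substrate; compound dosing: one concentration, 16.5 µM, DMSO 1.26%; incubation: GTP hydrolysis reaction 2 h at 25 °C; measured by: Tracer-displacement fluorescence polarization with EDTA stop, 620/688 nm; evaluation: % inhibition from polarization; repeats: one replicate per compound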
# ASAP1 GAP inh = inhibitors of human ASAP1 ArfGAP activity | ASAP1-stimulated ARF1 GTP hydrolysis, GDP FP detection | inhibition, % at 16.5 µM | AID 624377 | actives 0.19% (n = 360,000) | Q9ULH1; in the data active = inhibition above about 25%;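 also: 0% = vehicle with enzyme and substrate and 100% = no enzyme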
# DDE Tn7 FP inh = disrupts Tn7 cyclic peptide binding to fibrin D-Dimer-E complex; FP displacement of FITC-Tn7 peptide from fibrin DD(E); 0% = median of compound wells per plate; actives 0.13% (n = 370,000); inhibition, % at 8.3 µM;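 active = inhibition above the mean of compounds falling within the control limits plus 3 SD of them, cut at about 14% in these data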;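 also: 0% = plate median of compound wells and 100% = 10 µM Aha-Tn7 peptide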
#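 Assay system: human fibrin DD(E) protein / Input: 2 µM fibrin DD(E) / Benchmarks: high control of 10 µM Aha-Tn7 peptide / Measured by: fluorescence polarization of the labelled Tn7 tracer / Medium: Tris buffer with calcium and detergent, pH 7.8 / Timing: 10 min compound pre-incubation, 3 h probe incubation at room temperature / Repeats: one replicate per compound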
# ADAM17 inh = inhibitors of human ADAM17; inhibition, % at 6.95 µM; actives 0.83% (n = 370,000); P78536; recombinant ADAM17, EDANS/DABCYL FRET peptide cleavage; AID 720648;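 active = inhibition above the mean of compounds lying between control limits plus 3 SD, set per campaign, cut at about 8.5% in these data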;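 also: 0% = DMSO-only wells as the low control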
# KLK7 zymogen act = activates the human kallikrein-7 zymogen | purified proKLK7, EDANS-DABCYL substrate fluorescence; 100% is mature enzyme control, 0% vehicle | activation, % at 7 µM | actives 0.9% (n = 370,000);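 active = activation above the mean of all tested compounds plus 3 SD, computed per campaign excluding outliers beyond control limits, cut at about 13% in these data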
# TDP2 absorb = blocks human TDP2 phosphodiesterase activity. recombinant TDP2, T5PNP hydrolysis, p-nitrophenol absorbance 415 nm. inhibition, % at 12.8 µM. actives 0.34% (n = 370,000). AID 720702;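 active = inhibition above the mean of all tested compounds plus 3 SD, set per campaign, cut at about 25% in these data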;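 also: 0% = DMSO with enzyme and 100% = buffer with substrate but no TDP2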
#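 Material: recombinant human TDP2; quantity: TDP2 enzyme at 120 nM final; medium: Tris-HCl pH 7.5 with MgCl2; compound: single concentration, 12.8 µM nominal, with 1% DMSO; incubation: 2 h enzyme incubation at 37 °C; signal: epi absorbance; measure: percent inhibition; benchmarks: high control without enzyme, low control DMSO plus TDP2; repeats: singlicate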
# Numbers without * were called inactive; / = no result given. Not a hit list; about 4.2% have a hit in one of these screens.
Tn6 DDE FP	LEDGF integ inh	ADAM10 inh	PLC-gamma1 inh	ARFGAP1 inh	ASAP1 GAP inh	DDE Tn7 FP inh	ADAM17 inh	KLK7 zymogen act	TDP2 absorb	SMILES
4	1	-4	-6	1	11	1	-1	0.1	3	Cn1c(CCNC(=O)c2cc(COc3ccc(F)c(F)c3)on2)nc2ccccc21
-2	-3	5	-3	11	-12	-1	1	0.3	-11	CCOc1ccc(CCNC(=O)COC(=O)c2ccc(Cl)nc2)cc1OCC
0	7	2	0	-5	-1	-1	2	0.5	-5	Cc1ccc(CNC(=O)CNC(=O)[C@@H]2Cc3ccccc3CN2C(=O)OC(C)(C)C)cc1
6	-1	8	9	8	-5	-4	1	0.0	-22	CC(=O)N1c2c(cc(Br)cc2S(=O)(=O)NCc2ccc3c(c2)OCO3)CC1C (configuration not stated)
11	-2	-14	0	3	-4	14*	-4	0.4	-2	CCN(C(=O)COC(=O)c1cc(Cl)ccc1OC)c1c(N)n(Cc2ccccc2)c(=O)[nH]c1=O
5	-4	3	0	4	2	3	-1	-0.2	-3	CCCn1c(SCC(=O)Nc2nonc2C)nnc1-c1ccoc1C
-5	4	-14	5	-2	11	-4	-3	0.6	2	O=[N+]([O-])c1cccc(S(=O)(=O)N2CCCCC2c2cccnc2)c1 (configuration not stated)
4	-1	-9	1	12	2	1	-2	-0.3	-2	COc1ccc(OC)c(NP2(=O)OCC(C)([N+](=O)[O-])CO2)c1 (configuration not stated)
-2	4	0	3	-3	-2	-4	0	-0.4	11	COc1ccccc1-n1cnnc1SCC(=O)Nc1cccc(S(N)(=O)=O)c1
-7	1	3	1	2	8	-2	2	-0.3	-10	CCC(CC)C(=O)N(C)c1c(C)nc2c(OCc3cccc(Cl)c3)cccn12
-3	-1	-7	-4	-6	-10	-1	0	0.1	-1	O=C(O)c1sc(C(=O)O)c(-c2ccccc2)c1-c1ccccc1
3	-3	-3	-1	3	-4	-9	-3	-0.1	19	COc1cccc(CN2CCCC(C(=O)N3CCCCC3)C2)c1OC (configuration not stated)
10	-1	-10	-1	5	-6	4	2	0.3	0	CCOc1ccccc1N1CCN(C(=O)C2=CC=CN3CCS(=O)(=O)N=C23)CC1
10	-4	-4	1	0	2	1	1	-0.8	-4	CCNC(=O)c1cc(Cl)ccc1OC
2	5	2	-2	-4	0	10	-5	0.5	8	COc1ccc(-n2nnnc2-c2ccc(S(C)(=O)=O)cc2Cl)cc1
5	-4	-2	-2	-7	-9	4	-3	-0.2	-1	COc1cc(O)c(C(CCN2CCCC2)c2ccc3c(c2)OCO3)c(OC)c1 (configuration not stated)
-1	-6	-56	-388	-8	9	7	-24	6.4	-2	O=C(NCc1ccc2c3c(cccc13)C(=O)N2)c1cccs1
-1	-3	-10	0	-4	-6	1	-4	-0.2	4	O=C1[C@H](Oc2ccccc2)[C@@H](c2ccccc2)N1c1ccncc1
1	-7	-9	-1	19	4	-1	-3	-0.2	-17	CCOC(=O)/C(C#N)=C/c1cccc(F)c1
-1	1	1	0	-10	-5	3	2	1.1	5	COc1ccc(N2CCN(Cc3cc4c(cc3Br)OCCO4)CC2)cc1
0	1	-2	1	-2	-2	-1	3	0.0	-2	Cc1cc(NC(=O)Nc2ccc(Cl)cc2)n(C)n1
-2	-1	-3	1	3	13	7	-3	0.4	-4	CNS(=O)(=O)c1ccc(N2CCCC2=O)c([N+](=O)[O-])c1
-6	-1	16	3	0	-8	-2	7	0.1	-4	O=C1C=C(c2ccc(Cl)c(C(F)(F)F)c2)C[C@@H](c2ccc(F)cc2)C1
2	-5	0	0	-4	-7	-1	-2	0.6	-5	COc1ccccc1NC(=O)Cc1csc(N)n1
-5	1	11	5	-4	-7	-1	3	0.1	-15	CC(=O)Cn1cnc2scc(-c3ccc(C)c(C)c3)c2c1=O
1	-3	-6	-3	-12	7	-3	-4	-0.8	3	CCC(C(=O)OCC(=O)Nc1cccc(C(C)=O)c1)c1ccccc1 (configuration not stated)
0	5	9	2	10	-9	-5	0	0.3	7	CCOc1cccc(-c2cc(C(=O)NN)[nH]n2)c1
-5	4	11	-21	-3	-3	6	1	-0.4	-5	O=[N+]([O-])c1cc(Br)c(O)c(/C=N/Nc2nnnn2-c2cccc3ccccc23)c1
-3	-5	-29	-3	7	-7	-4	-14	-6.7	-6	COc1cc(/C=N/NC(=O)CCc2c(C)n[nH]c2C)ccc1O
-3	-1	-15	-9	-5	-7	2	-4	0.8	-1	COc1ccc(C(=Cc2cc(OC)c(OC)cc2[N+](=O)[O-])C(=O)O)cc1
7	-5	-1	-19	3	-8	8	-5	0.1	-11	COc1cccc(NC(=O)C(C)SCc2ccccc2)c1 (configuration not stated)
-3	2	-8	-1	-9	-14	-1	2	-0.2	-6	Cc1ccccc1NC(=O)Cc1nc(COC(=O)c2ncc(Cl)c(Cl)c2Cl)cs1
0	-4	-6	3	-4	-9	5	2	0.0	8	NC(=O)c1ccc(-n2nnnc2SCC(=O)c2ccc(O)c(O)c2)cc1
6	1	4	5	0	-5	-3	1	-0.2	-5	Cc1cc(C(F)(F)F)nc(-n2cc(-c3ccccc3)nn2)n1
4	-1	-5	-1	3	9	0	-3	-0.3	7	Cc1ccc(S(=O)(=O)NCc2n[nH]c(=S)n2C)cc1
1	2	5	3	-5	-7	6	-5	-0.2	3	Cc1ccc(S(=O)(=O)CCC(=O)OCc2ccccc2F)cc1
-2	-1	-10	2	-7	-7	-9	1	-0.3	-3	O=C(C1CCC1)N1CCN(S(=O)(=O)c2ccc([N+](=O)[O-])cc2)CC1
2	-1	1	0	9	7	5	-1	-0.3	2	CCCCN=C1CC(C)(C)CC(=O)/C1=C(/O)CCCN1C(=O)c2ccccc2C1=O
-1	-2	0	2	2	-12	7	5	-0.1	-1	Cc1oc(-c2ccccc2Cl)nc1CS(=O)CC(=O)N1CCN(c2ccccc2)CC1 (configuration not stated)
-6	-5	-4	-2	-3	-7	5	-1	-0.7	-7	O=C(NN1C(=O)C2C3CCC(O3)C2C1=O)c1ccco1 (configuration not stated)
0	-2	-7	3	0	0	8	-5	0.2	-1	CC[C@]12c3[nH]c4cc(CCC(=O)N(C)C)ccc4c3CCN1C(=O)[C@@H](CC(=O)NCCN1CCOCC1)C[C@@H]2C(=O)N1CCN(C(=O)C2CC2)CC1
7	1	-3	0	2	11	8	-8	-0.3	4	COc1cc2c(C(=O)NCc3ccc4c(c3)OCO4)cn(CC(C)C)c(=O)c2cc1OC
-5	-4	14	4	8	6	2	6	-0.1	-3	O=C(Nc1ccccc1)OCCOc1cccc(Br)c1
0	2	-6	0	-4	6	0	-3	0.3	2	CCCCCCN1CCN(C2CN(Cc3cn(Cc4ccccc4)nn3)S(=O)(=O)C2)CC1 (configuration not stated)
0	0	-3	2	-8	-11	2	-6	0.2	-5	CCCCn1c(N)c(N(CC)C(=O)c2ccncc2)c(=O)[nH]c1=O
0	1	-1	1	-3	-2	-2	-2	0.0	-1	COC(=O)[C@]12C[C@H](CC(=O)N3CCOCC3)C(=O)N(Cc3ccccc3)C1=C[C@H](C1CCCC1)O[C@@H]2C
4	-4	-4	1	16	-1	-5	0	0.3	4	Cc1sc(NC(=O)Cn2c(=O)oc3ccccc32)nc1-c1ccc(Cl)cc1
-5	3	10	2	8	-3	-1	3	-0.5	-13	O=c1c(/C=N/OCc2ccc(Cl)cc2Cl)c[nH]n1-c1cccc(Cl)n1
3	-2	0	-11	-1	18	4	-1	0.7	1	Cc1[nH]c2ccc(C(=O)OC(C)C(=O)NC3(C#N)CCCCC3)cc2c1C (configuration not stated)
0	-7	-5	0	21	10	-2	-7	0.0	-12	COc1cc(C(=O)Nc2cc(Cl)ccc2-n2cncn2)ccc1OC(F)F
-2	-4	-4	4	/	/	9	-5	0.3	7	CCOC(=O)CC[C@@H]1CC[C@]2(CCCN(C(=O)C3CCCCC3)C2)O1
-4	1	7	8	10	21	3	0	0.0	-21	O=C(Nc1ccc(Cl)cc1)NN1CC(=O)N(c2cccc(C(F)(F)F)c2)CC1=O
1	-2	11	-1	3	-5	11	-4	-0.2	7	COc1ccc(NC(=O)c2cccc(N3C(=O)C4C5C=CC(C6CC56)C4C3=O)c2)cc1 (configuration not stated)
0	3	-8	-30	-10	3	-5	-5	-0.1	-9	CC(C)CSC1=NSC2=NC(=O)/C(=C\c3cccs3)C(=N)N12
-2	0	1	3	20	0	-8	0	0.7	-10	CC(CN(C)C)CN1c2ccccc2CCc2ccccc21 (configuration not stated)
7	0	10	3	-17	3	3	-2	-0.8	-4	O=C(c1cccs1)N1CCC(C(=O)N2CCN(Cc3ccc4c(c3)OCO4)CC2)CC1
4	-1	-7	0	-5	-16	6	-2	0.0	-12	O=C(CCNC(=O)c1ccccc1Cl)Nc1ccc(S(=O)(=O)Nc2nccs2)cc1
3	-6	4	1	-1	5	3	-1	0.0	8	COc1cc(SC)ccc1C(=O)N1CCN(c2ccccc2)CC1
-1	-1	-7	-99	-10	-5	6	1	3.1	0	COc1ccc(C2=NS(=O)(=O)N(C)C(C(=O)N3CCc4ccccc4C3)=C2)cc1OC
-6	3	-2	0	-6	-1	6	1	0.1	2	O=C(Nc1cccc(S(=O)(=O)N2CCOCC2)c1)c1cc(S(=O)(=O)N2CCOCC2)c(Cl)cc1Cl
-2	3	0	-1	-12	5	9	-2	0.3	10	CCOC(=O)c1ccc(NC(=O)CN2C(=O)CSCC2=O)cc1
1	-2	-6	3	-10	12	-2	1	0.1	0	CC1CCCCC1Nc1ncnc2sccc12 (configuration not stated)
-1	-2	5	1	-3	-1	-6	0	1.1	4	O=C(CN1CCN(S(=O)(=O)c2ccc(Br)cc2)CC1)Nc1ccc(F)cc1F

# Entries above containing a cyano group:
Tn6 DDE FP	LEDGF integ inh	ADAM10 inh	PLC-gamma1 inh	ARFGAP1 inh	ASAP1 GAP inh	DDE Tn7 FP inh	ADAM17 inh	KLK7 zymogen act	TDP2 absorb	SMILES
1	-7	-9	-1	19	4	-1	-3	-0.2	-17	CCOC(=O)/C(C#N)=C/c1cccc(F)c1
3	-2	0	-11	-1	18	4	-1	0.7	1	Cc1[nH]c2ccc(C(=O)OC(C)C(=O)NC3(C#N)CCCCC3)cc2c1C (configuration not stated)
